# XiGFP reactiv: reactivates the inactive X chromosome in mouse fibroblasts; AID 743238; activation, % at 7.58 µM; 0.055% of 360,000 active; XiGFP mouse fibroblasts, % GFP-positive cells imaging, 3 d; cells co-treated with 5-aza-dC sensitizer; scaled so ellipticine positive control = 100%;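 active means mean normalized replicate activation at least 10% and every replicate at or above 10%; inconclusive means only one of the two criteria met; inactive means mean below 10% and not all replicates reach 10%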;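 further: 0% = median of on-plate neutral control wells and 100% = ellipticine 6 µM median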
#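 material = 68-5-11 XiGFP fibroblast line | medium = DMEM plus 5-aza-dC sensitizer | schedule = 3 days compound exposure | benchmarks = positive control ellipticine, 6 µM final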
# esBAF inh: inhibitors of esBAF chromatin remodeling in mouse ES cells. Bmi1-luciferase knock-in reporter, 24 h; 100% = twice the neutral-well signal. reporter increase, % at 12.5 µM. 2% of 350,000 active. AID 602393; in the data active means activation above about 40%; inconclusive means no clear call, values can overlap the other calls;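 further: 0% = median of the plate's neutral control wells and 100% = double that signal; a rise in the Bmi1 reporter signal indicates esBAF inhibition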
# RAD52 inh: RAD52 (human) annealing inhibition; P43351; recombinant RAD52 DNA annealing, FRET fluorescence; inhibition, % at 18.7 µM; 0.46% of 360,000 active; AID 651710;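 active means every replicate showing at least 50% inhibition; inconclusive means mean inhibition at least 50% but not in every replicate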
# Target sequence (P43351 whole entry, looked up): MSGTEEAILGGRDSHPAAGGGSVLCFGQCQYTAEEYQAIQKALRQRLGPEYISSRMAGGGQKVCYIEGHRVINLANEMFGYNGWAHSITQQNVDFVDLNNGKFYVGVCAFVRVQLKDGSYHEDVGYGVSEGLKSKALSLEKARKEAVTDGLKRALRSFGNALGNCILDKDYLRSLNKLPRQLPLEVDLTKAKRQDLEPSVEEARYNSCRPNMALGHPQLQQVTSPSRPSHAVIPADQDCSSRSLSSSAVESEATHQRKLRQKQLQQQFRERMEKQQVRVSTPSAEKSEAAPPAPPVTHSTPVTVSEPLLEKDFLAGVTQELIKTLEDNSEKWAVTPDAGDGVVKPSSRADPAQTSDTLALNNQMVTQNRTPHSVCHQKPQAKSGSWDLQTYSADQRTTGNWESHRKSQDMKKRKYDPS
# FN deposit inh: fibronectin deposition inhibition; AID 743247; inhibition, % at 12.6 µM; 0.086% of 350,000 active; AH1F fibroblasts, Alexa488-fibronectin deposition fluorescence, overnight;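 active means mean inhibition across replicates of 30% or more, regardless of how many single replicates reach that level; inconclusive means mean under 30% yet at least half of replicates reach 30%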;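 further: positive control wells lacked labelled fibronectin entirely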
#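 Material: AH1F fibroblasts assembling fluorescent fibronectin matrix; amount: 10000 AH1F cells/well; medium: DMEM, 2% serum; reagent: Alexa488-fibronectin, 24 nM final in well; dosing: single compound dose, delivered by pin transfer; incubation: 1 h adhesion, overnight exposure; detection: fluorescence after three HBSS washes, excitation 485 nm, emission 525 nm; measure: fibronectin deposition inhibition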
# RAD54 inh: RAD54 (human) branch migration inhibition | Q92698 | RAD54 Holliday junction branch migration, FAM/BHQ fluorescence | inhibition, % at 10.4 µM | 0.14% of 360,000 active | AID 602329;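 active means mean normalized replicate activity at least 40 and at least half of replicates scoring 40 or more; inconclusive means only one of the two criteria met; inactive means mean below 40 and under half of replicates reaching 40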;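 further: 0% = median of neutral control wells and 100% = median of positive control wells; inhibitors cause a drop in the FAM fluorescence signal; in these data hits start at about 50%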
# S100A4 inh HTS: blocks human S100A4 binding to myosin IIA peptide | P26447 | S100A4/TAMRA-MyoIIA peptide fluorescence polarization | inhibition, % at 10.7 µM | 0.14% of 360,000 active | AID 652163;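 active means mean inhibition of at least 70% across replicates, with every replicate also reaching that level; inconclusive means mean inhibition reaches 70% but some replicates fall short; inactive means mean inhibition below 70%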
# Target sequence (P26447 whole entry, looked up): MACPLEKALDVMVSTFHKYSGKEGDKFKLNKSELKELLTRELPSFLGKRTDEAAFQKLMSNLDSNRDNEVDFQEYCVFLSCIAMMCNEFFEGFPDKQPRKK
#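 Assay system: human S100A4 monomer with TAMRA-labelled myosin IIA peptide / Buffer or medium: Calcium-containing HEPES buffer, pH 7.2 / Reagent: TAMRA-labelled myosin IIA heavy-chain peptide probe, 5 nM / Compound: one dose per compound / Timing: polarization read 5 min after assay mix addition, stable 5–60 min / Benchmarks: neutral control DMSO, positive control TFP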
# E-sel inducer: E-selectin induction on HUVECs; P16581; 0.37% of 260,000 active; activation, % at 7.58 µM; HUVEC E-selectin immunofluorescence imaging; normalized: neutral wells 0, TNF-alpha wells 100;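 active means mean E-selectin-positive cell signal at least 10% of the positive control, reached in at least 60% of replicates, without over 20% cell loss; inconclusive means no rule given, readout overlaps actives, possibly toxicity-flagged; inactive means the rest, including those meeting only one limit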;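 further: in these data hits start at about 27%; measured in HUVEC primary endothelial cells; signal is the percent of cells scored E-selectin positive by PE staining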
#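 System: HUVEC, human umbilical vein endothelial cells; quantity: 3,000 cells/well; buffer or medium: EGM-2 medium, gelatin-coated wells; dosing: single-point compound dose; detection: immunofluorescence imaging; evaluation: % PE-positive cells; benchmarks: TNF-alpha, DMSO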
# EWS-Fli inh: EWS/Fli transcriptional activity inhibition. A673 NR0B1-luciferase reporter, viability-normalised. inhibition, % at 12.6 µM. 0.67% of 350,000 active. AID 651661;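 active means mean inhibition of at least 50% after viability correction, with every replicate also passing that limit; inconclusive means mean reaches 50% but only one of two replicates passes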;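 further: firefly luciferase signal divided by Alamar Blue viability fluorescence both relative to DMSO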
# Numbers without * were called inactive; ? = inconclusive; nt = no result given; & = joins results of further samples. Compounds were not picked by outcome (roughly 3% active in at least one column).
structure	XiGFP reactiv	esBAF inh	RAD52 inh	FN deposit inh	RAD54 inh	S100A4 inh HTS	E-sel inducer	EWS-Fli inh
CCOC(=O)N1CCN(S(=O)(=O)c2cn(C)c(=O)n(C)c2=O)CC1	0.0	-0.5	-11.8	5.5	-4.3	-1.9	-0.3	nt
O=C(COC(=O)CCN=C1NS(=O)(=O)c2ccccc21)NC1CCCCCCC1	0.8	nt	-3.5	7.1	-5.1	4.0	nt	-11.0
C[C@@H]1CN([C@@H](C)CO)C(=O)Cc2cc(NC(=O)C3CCCCC3)ccc2O[C@H]1CN(C)S(=O)(=O)c1ccccc1	0.0&-0.4	0.5&-0.1	-1.4&29.7	-11.0	4.7&-1.2	-4.1&-10.4	0.0&-0.1	2.4&0.0
COc1cc(N)c(Cl)cc1C(=O)OCC(=O)N1CCCCCC1	-0.1	3.6	-3.1	7.1	nt	3.0	0.1	-5.1
COc1ccc(OC)c(NC(=O)C2(C)CCN2C(=O)CCC2CCCC2)c1 (configuration not stated)	-0.1	4.5	-7.2	-2.9	-4.7	0.3	0.0	10.5
CCCCC(=O)N(C)c1c(CC)nc2c(OCC(=O)c3ccc(Cl)cc3Cl)cccn12	0.0	1.8	-43.9	-8.8	1.3	1.5	-1.1	-12.4
OCC1CCCN(C(=S)Nc2ccc(OC(F)F)cc2)C1 (configuration not stated)	-0.1	nt	-0.7	14.5	1.2	0.9	nt	-44.2
Cc1nc2ccc(Cl)cc2c(-c2ccccc2)c1CC(=O)O	-0.1	-0.6	-3.4	3.8	-1.5	10.0	-1.3	4.8
CC(=O)NCCNC(=O)C1CCCCN1S(=O)(=O)c1ccccc1 (configuration not stated)	0.1	nt	-4.7	-1.7	nt	2.1	nt	2.8
O=C1C(=Cc2ccc(F)cc2)CCc2ccccc21	0.0	nt	7.0	-0.7	nt	1.3	-0.1	-65.6
O=C1OCCN1C(=O)[C@H]1[C@H](c2ccc(Cl)cc2)C(c2ccccc2)=NN1c1ccc(Br)cc1	-0.1	3.2	-18.7	nt	-1.9	0.6	nt	-5.7
O=C(Oc1ccc(N2C(=O)C3C4CCC(C4)C3C2=O)cc1)c1ccco1 (configuration not stated)	0.2	-0.9	1.7	4.4	5.5	-2.4	-0.2	3.2
COc1ccc(NC(=O)N(C)C[C@@H]2Oc3ccc(NC(=O)Cn4cnnn4)cc3CC(=O)N([C@H](C)CO)C[C@H]2C)cc1	-0.1	1.1	-8.7	nt	-2.3	0.3	nt	-0.9
CC(=O)C[C@@H](O)CC(=O)[C@H]1OC(=O)[C@H](C)CCCCc2ccccc21	0.6	-3.3	-8.6	-3.5	-3.2	31.5	-0.5	-7.2
CCOc1ccccc1CNC(=O)c1nn(CC)cc1[N+](=O)[O-]	0.0	nt	-8.9	6.0	nt	-3.1	2.5	11.5
Cc1ccc(N(CC(=O)N2CCc3ccccc3C2)S(C)(=O)=O)cc1	0.0	16.0	-8.5	-4.0	4.2	-0.8	3.3	7.6
O=C(c1cc(COc2cccc(C(F)(F)F)c2)on1)N1CCCC1	0.1	69.7*	-13.4	-7.5	-8.0	1.1	0.1	-49.1
C[C@@H]1CCCCO[C@@H](CN(C)S(=O)(=O)c2cn(C)cn2)[C@@H](C)CN([C@@H](C)CO)C(=O)c2cc(NC(=O)Nc3ccc4c(c3)OCO4)ccc2O1	0.1	58.2*	13.1	nt	-3.3	0.0	0.0	-24.0
Cc1nc2sccn2c(=O)c1S(=O)(=O)N1CCN(c2ccccc2F)CC1	-0.1	1.5	-11.3	1.9	-4.8	3.7	nt	0.5
CC1(C(=O)NS(=O)(=O)c2ccccc2)CCN1C(=O)COc1ccc(Cl)cc1 (configuration not stated)	-0.1	2.4	-16.0	-0.2	-2.1	4.2	0.3	8.7
N#C[C@H]1[C@H](c2ccc(C3=CCCCC3)cc2)[C@@H](CO)N1C(=O)c1ccccn1	0.0	-1.6	-26.2	-14.0	1.9	-2.8	-0.3	-9.4
FC(F)Sc1ccc(NC(=S)NCC2CCCCC2)cc1	nt	24.0	-1.6	nt	2.5	-1.5	nt	-2.9
CCOC(=O)NNC(=O)c1[nH]c2ccc(Br)cc2c1-c1ccccc1	0.0	0.7	2.1	-10.7	-0.7	-2.5	0.7	13.8
CC(=O)N1c2ccc(S(=O)(=O)N3CCC(C(=O)NC4CCC(C)CC4)CC3)cc2CC1C (configuration not stated)	0.1	-2.0	-11.9	5.0	nt	0.9	0.2	nt
CN1c2ccc(-c3ccccc3)cc2[C@H]2[C@H](CCN2C(=O)c2ccc(F)cc2)[C@H]1CO	0.3	1.2	23.9	-17.1	-1.2	-1.2	-0.5	-1.3
CO[C@@H]1CN(C)C(=O)c2ccc(NC(=O)Nc3cccc(Cl)c3)cc2OC[C@H](C)N(C(=O)Nc2c(C)noc2C)C[C@H]1C	?	nt	-17.8	-6.1	nt	2.3	0.1	31.1
CCS(=O)(=O)NCC[C@@H]1CC[C@@H](NC(=O)Cc2ccccn2)[C@@H](CO)O1	0.1	3.7	-74.7	-13.7	-9.8	1.4	-0.1	1.4
CC(C)C#Cc1ccc2c(c1)O[C@H](CN(C)C(=O)CN(C)C)[C@@H](C)CN([C@@H](C)CO)S2(=O)=O	-0.2	5.9	9.6	nt	6.8	-3.8	0.6	-8.2
CCN(CC)c1ccc(-c2n[nH]c(=S)n2-c2ccccc2)cc1	1.6	nt	-11.5	-1.6	nt	2.9	0.1	46.0
COCCNC(=O)c1ccc2c(c1)ncn2-c1ccc(C)c(Cl)c1	0.0	14.7	-2.2	-10.9	2.7	-6.1	0.1	7.8
COc1cccc(CN(C)C(=O)c2cc(S(=O)(=O)N3CCCC3)ccc2C)c1OC	0.0	3.5	-5.0	5.0	1.1	-4.8	-0.4	3.1
OC[C@@H]1CN(Cc2cccc(C(F)(F)F)c2)C[C@H](n2cnc3c(NCc4ccco4)ncnc32)O1	0.1	-9.4	-22.3	5.8	-1.6	-5.0	0.2	3.5
C[C@@H]1CCCCO[C@H](CN(C)Cc2ccc(C(=O)Nc3ccccc3N)cc2)[C@@H](C)CN([C@H](C)CO)C(=O)c2cc(NS(=O)(=O)c3ccc(F)cc3)ccc2O1	0.1	-20.8	58.8*	-25.2	2.3	-8.2	0.5	60.5*
CCC(=O)NC[C@@H]1[C@@H](c2ccc(C3=CCCC3)cc2)[C@@H](CO)N1C(C)=O	0.1	-0.1	-7.1	nt	-3.9	-8.8	0.2	-3.8
Cc1[nH]ncc1-c1nc2ccccc2[nH]1	0.4	3.6	-12.9	0.1	1.9	-0.1	-0.2	-19.6
Cc1cc(C)c(S(=O)(=O)N2CCN(C(=O)c3cc4ccccc4oc3=O)CC2)c(C)c1	0.3	-1.0	-10.6	-3.1	2.5	-3.5	nt	10.6
COc1ccc(NC(=O)CSc2nnnn2C2CCCCC2)cc1	0.0	-7.1	-0.2	-2.5	-13.9	2.7	0.2	-0.1
CCN1C[C@@H]2[C@@H]3C(=O)N(C)C(=O)[C@@H]3[C@](C)(C1=O)N2C(=O)c1ccc(Cl)cc1	0.1	-0.6	-23.3	-13.2	0.6	0.5	0.1	-2.9
C[C@H]1CN([C@@H](C)CO)C(=O)c2cccc(NS(=O)(=O)c3cn(C)cn3)c2O[C@H]1CN(C)Cc1ccc(C(=O)O)cc1	0.1	-4.0	17.8	nt	1.8	-6.8	-2.9	-1.4
CCOC(=O)c1cc(NC(=O)c2cccs2)ccc1N1CCOCC1	0.1	nt	-88.4	nt	nt	-4.3	nt	0.7
COC(=O)CSC(C)C(=O)Nc1nnc(C(C)C)s1 (configuration not stated)	0.3	3.3	-7.9	-1.0	3.5	-7.1	11.6	-1.3
Cc1ccc(S(=O)(=O)Nc2ccc3c(c2)C(=O)N([C@H](C)CO)C[C@@H](C)[C@H](CN(C)Cc2ccncc2)OCCCC[C@H](C)O3)cc1	0.0	nt	2.3	-17.7	nt	-0.9	nt	5.4
Cn1c(-c2cc3ccc(OC(=O)C(C)(C)C)cc3oc2=O)nc2ccccc21	nt	22.3	nt	-0.8	2.1	nt	-0.9	nt
C[C@@H]1CN([C@H](C)CO)S(=O)(=O)c2ccc(-c3ccc(C#N)cc3)cc2O[C@@H]1CN(C)C(=O)C1CC1	-0.4	-1.1	-2.3	nt	-1.5	-6.6	-0.3	-7.5
Cc1nc(CCNC(=O)CC2C(=O)NCCN2CC(C)(C)C)nc2c1CCC2 (configuration not stated)	0.4	-1.6	-38.4	0.0	-2.0	3.6	-1.5	4.4
CCCOc1ccc(N2C(=O)CC(NCc3ccc(S(N)(=O)=O)cc3)C2=O)cc1 (configuration not stated)	0.0	nt	-9.6	-1.8	nt	-3.3	0.1	10.2
CCCNC(C)C(=O)Nc1ccccc1C (configuration not stated)	0.0	3.3	-0.8	0.3&-2.0	5.6	-0.7&-9.9	-1.0	0.9
COC(=O)[C@@H]1[C@@H](CO)[C@@H]2Cn3c(ccc(C4=CCCC4)c3=O)[C@@H]2N1CC1CCOCC1	0.1	1.9	-64.1	nt	-5.1	-9.5	0.0	8.3
COc1ccc(CSCC(=O)Nc2ccccc2)cc1[N+](=O)[O-]	0.0	6.9	3.0	2.2	-12.2	-6.8	-0.2	-9.0
Cc1ccc(S(=O)(=O)N(C)C)cc1NC(=O)COC(=O)c1ccc2ccccc2n1	0.0	-0.3	-110.9	2.6	9.6	-5.2	nt	5.0
CC(C)C(NC=C1C(=O)OC(C)(C)OC1=O)C(=O)O (configuration not stated)	nt	-7.3	1.5	nt	-2.0	-1.6	nt	7.8
CCCCN(C)c1c(C)nc2ccc(C(=O)NC3CCN(C)CC3)cn12	0.1	-44.4	-31.1	2.6	-0.4	-1.5	0.1	-2.5
C[C@H](O)C#Cc1ccc2c(c1)O[C@H](CN(C)Cc1cccnc1)[C@@H](C)CN([C@@H](C)CO)S2(=O)=O	0.0	5.7	-0.8	-37.3	3.0	3.1	-0.1	4.0
CO[C@@H]1CN(C)C(=O)c2cc(NC(=O)c3ccccc3F)ccc2OC[C@H](C)N(C(=O)c2ccccc2F)C[C@@H]1C	0.6	-1.3	-0.5	1.0	-3.8	-7.5	-0.3	4.4
O=C(C[C@@H]1C[C@@H]2c3cc(NC(=O)c4cccnc4)ccc3O[C@@H]2[C@@H](CO)O1)NC1CCCC1	0.3	nt	-14.2	-13.2	nt	-6.5	0.1	-11.7
CSc1nccc(Oc2ccccc2Cl)n1	0.0	nt	-10.5	-5.2	-3.8	-3.5	-1.1	-29.4
